Source: PubChem
proCasp7 act – counter-screen: procaspase-7 (human) activation. 330,000 compounds, 0.093% hits. activation, % at 8.5 µM. recombinant procaspase-7, Ac-DEVD-pNA absorbance 405 nm; D23A/D198A/D206A triple mutant, cannot self-cleave; scale: DMSO 0, 5 µM enzyme 100;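 active = percent activation above the screen-wide mean plus 3 SD, cut at about 25% in these data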
Target sequence (P55210 whole entry D23A/D198A/D206A): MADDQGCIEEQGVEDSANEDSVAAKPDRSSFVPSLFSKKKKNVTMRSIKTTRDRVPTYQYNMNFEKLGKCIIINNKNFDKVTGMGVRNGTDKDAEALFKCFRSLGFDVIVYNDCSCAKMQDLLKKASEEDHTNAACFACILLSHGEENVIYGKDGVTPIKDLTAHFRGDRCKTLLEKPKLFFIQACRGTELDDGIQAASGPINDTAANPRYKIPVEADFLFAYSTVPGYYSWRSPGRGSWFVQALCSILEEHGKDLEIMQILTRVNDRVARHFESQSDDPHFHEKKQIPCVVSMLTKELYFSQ
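Assay system: Uncleavable procaspase-7 mutant enzyme; Input: 2 µM procaspase-7 mutant as dispensed; Also added: DEVD-pNA substrate; Medium: Zinc-free HEPES pH 7.4 with 300 mM NaCl, 0.01% Triton X-100; Timing: 1 h compound preincubation, 2 h substrate cleavage, 25 °C; Measured by: Epi-absorbance of released pNA at 405 nm, two timepoints.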
AHR activator – activators of human aryl hydrocarbon receptor. AHR-responsive luciferase reporter cells, luminescence. activation, % at 5 µM. 320,000 compounds, 2.5% hits. AID 2796; in the data active = activation above about 47%;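 note: 0% = vehicle wells and 100% = reference agonist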
CIT2-GFP yeast – yeast TOR pathway CIT2-GFP modulation; GFP response vs DMSO, % at 10 µM; 320,000 compounds, 0.065% hits; S. cerevisiae CIT2-GFP strain, flow cytometry, 3 h; 100 means same as DMSO wells;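 active = GFP response relative to DMSO above a set limit, near the screen mean plus 3 SD, cut at about 150% in these data; inconclusive = Fewer than 70 cells measured for a yeast strain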;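 note: ratio of well median GFP fluorescence to mean of DMSO wells on the plate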
AGP1-GFP MLPCN – yeast TOR pathway AGP1-GFP modulation. S. cerevisiae AGP1-GFP multiplex flow cytometry, 3 h; GFP as percent of DMSO wells. GFP response vs DMSO, % at 10 µM. 320,000 compounds, 0.02% hits. AID 2066;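 active = GFP response relative to DMSO above a set limit, near screen average plus 3 SD, cut at about 150% in these data; inconclusive = fewer than 70 cells counted for the yeast strain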;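 note: median GFP channel fluorescence of the gated AGP1 strain per well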
MEP2-GFP yeast – modulators of TOR pathway MEP2-GFP in S. cerevisiae. AID 2016. S. cerevisiae MEP2-GFP strain, flow cytometry GFP, 3 h; 100% = DMSO control level. GFP response vs DMSO, % at 10 µM. 330,000 compounds, 0.51% hits;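 active = GFP response versus DMSO above a set limit, roughly screen mean plus 3 SD, cut at about 180% in these data; inconclusive = fewer than 70 cells counted for a yeast strain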;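 note: median GFP fluorescence of the barcode-gated MEP2-GFP cells per well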
proCasp3 act – activates human procaspase-3; activation, % at 8.5 µM; recombinant procaspase-3 D3A, Ac-DEVD-pNA absorbance 405 nm; 330,000 compounds, 0.11% hits; P42574;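 active = activation above the mean of all tested compounds plus 3 SD, cut at about 21% in these data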;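 note: 0% = DMSO alone and 100% = DMSO wells spiked with extra 5 µM PC-3 D3A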
Target sequence (P42574 whole entry D9A/D28A/D175A): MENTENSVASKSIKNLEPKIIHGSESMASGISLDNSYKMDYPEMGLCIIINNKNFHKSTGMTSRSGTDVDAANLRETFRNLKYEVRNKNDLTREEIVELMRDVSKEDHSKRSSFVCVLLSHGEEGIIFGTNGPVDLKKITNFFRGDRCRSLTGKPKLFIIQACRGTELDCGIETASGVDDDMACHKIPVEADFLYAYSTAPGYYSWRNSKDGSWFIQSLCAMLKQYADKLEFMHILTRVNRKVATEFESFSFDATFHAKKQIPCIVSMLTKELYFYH
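Test system: Procaspase-3 D3A mutant, all three cleavage aspartates alanine | Dosing: Single dose, 8.5 µM nominal compound, 0.8% DMSO | Schedule: 1 h preincubation, 2 h reaction | Technique: 405 nm absorbance of p-nitroaniline, reads at 0 and 120 min | Repeats: One well per compound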
LAP4-GFP MLPCN – alters LAP4-GFP fluorescence in TOR pathway yeast screen | GFP response vs DMSO, % at 10 µM | AID 2023 | 320,000 compounds, 0.34% hits | S. cerevisiae LAP4-GFP multiplex, flow cytometry GFP, 3 h; median GFP as percent of DMSO wells;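 active = GFP response vs DMSO above a set limit, about the screen mean plus 3 SD, cut at about 150% in these data; inconclusive = under 70 cell events counted for the yeast strain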
RPL19A-GFP yeast – yeast TOR pathway RPL19A-GFP modulation | 330,000 compounds, 0.3% hits | S. cerevisiae RPL19A-GFP strain, flow cytometry, 3 h; stronger effect = lower value | AID 2025 | percent response vs DMSO, % at 10 µM;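 active = percent response vs DMSO below 50%; inconclusive = fewer than 70 events counted for the yeast strain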;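 note: median channel GFP fluorescence of the barcoded RPL19A-GFP strain; ratio of sample median GFP to plate DMSO average so 100% = DMSO; lower means less RPL19A-GFP as with rapamycin TOR inhibition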
The depositor's hits bear a star; ? = inconclusive; [ ] = dose if it differs, or a comment.

(1) COc1ccc(C=O)cc1COc1ccc([N+](=O)[O-])c(C)c1
(2) Cn1cc(C(=O)c2cccc(Cl)c2Cl)cc1C(=O)O
(3) COc1ccc(OC)c(S(=O)(=O)N2CCCc3ccccc32)c1
(4) COc1ccccc1N1CCN(C(=O)Cc2c(C(=O)O)[nH]c3ccc(Cl)cc23)CC1
(5) CCCc1cc(=O)[nH]c(SCC(=O)N2CCCCCC2)n1
(6) O=C(CSc1nnc(NC(=O)c2ccco2)s1)Nc1ccc(F)cc1F
(7) COc1ccc(/C=N/NC(=O)C2c3ccccc3-c3ccccc32)cc1
(8) CCc1ccccc1OCCCCN1CCCCC1
(9) CC(=O)Nc1ccc(NC(=O)[C@@H]2CCCC[C@@H]2C(=O)O)cc1
(10) CCc1cc(=O)oc2cc(OC(C)C(=O)O)c(Cl)cc12 (stereo unspecified)

screen / no.	1	2	3	4	5	6	7	8	9	10
proCasp7 act	7	3	3	-1	0	-4	-3	10	0	5
AHR activator	0	0	8	3	1	2	13	-2	-1	2
CIT2-GFP yeast	87	105	92	104	107	106	106	106	114	101
AGP1-GFP MLPCN	93	103	93	110	98	111	111	103	118	104
MEP2-GFP yeast	98	104	96	105	103	102	99	109	108	104
proCasp3 act	3	3	7	7	8	8	-2	-6	-3	10
LAP4-GFP MLPCN	98	101	94	101	98	104	108	100	108	95
RPL19A-GFP yeast	87	102	90	106	101	108	108	103	111	103

(11) CC(=O)Cc1nsc(NC(=O)c2cc(-c3ccc(Cl)c(Cl)c3)oc2C)n1
(12) O=C1CC(C(=O)Nc2ccccc2C(=O)O)C(c2ccccc2)O1 (stereo unspecified)
(13) NC(=O)c1nsc(C(=O)N(Cc2ccc(F)cc2)C(C(=O)NC2CCCC2)c2ccco2)c1N (stereo unspecified)
(14) CCn1c(SCC(=O)c2ccc(O)c(O)c2)nnc1-c1ccccc1
(15) COc1ccc(C(=O)NNC(=O)c2cc(C)nc3ccccc23)cc1
(16) O=C(NCCc1c[nH]c2ccccc12)/C(=C\c1ccco1)NC(=O)c1ccco1
(17) CCOC(=O)c1cc(-c2cccs2)nn1CCC#N
(18) O=C(OCC(=O)N1CCCCCC1)c1ccc(S(=O)(=O)N2CCOCC2)cc1
(19) O=C(CSc1nc2cc(Cl)ccc2s1)NC(=O)NCc1ccco1
(20) CSc1ccc2c(c1)N(CCC1CCCCN1C)c1ccccc1S2 (stereo unspecified)

screen / no.	11	12	13	14	15	16	17	18	19	20
proCasp7 act	16	2	-8	1	11	11	8	8	-10	9
AHR activator	1	3	0	2	2	3	5	-1	-1	5
CIT2-GFP yeast	116	100	112	101	96	105	105	95	90	92
AGP1-GFP MLPCN	103	99	102	99	97	104	103	97	95	95
MEP2-GFP yeast	105	118	98	99	102	110	110	97	104	95
proCasp3 act	-5	-5	-13	4	4	1	-3	3	-7	-4
LAP4-GFP MLPCN	84	102	94	98	97	104	103	95	96	90
RPL19A-GFP yeast	105	102	107	95	96	105	103	100	98	99

(21) O=C(N/N=C/c1cccs1)c1cc(-c2cccc3ccccc23)n[nH]1
(22) O=C(c1ccccc1)N1CCN(CC(O)COC2CCCCC2)CC1 (stereo unspecified)
(23) CN1N=C(C(=O)N2CCCC(Nc3ccc(F)c(F)c3)C2)CCC1=O (stereo unspecified)
(24) Cc1nc(C(=O)Nc2ccc(F)cc2)nn1-c1ccc([N+](=O)[O-])cc1
(25) CCN(CC(=O)Nc1cc(Cl)ccc1C)C(=O)c1ccc(N2CCCC2=O)cc1
(26) CCc1ccc(CN(C)C(=O)c2cc(COc3cccc(C(F)(F)F)c3)on2)nc1
(27) CCC1(C)Cc2c(sc(NC(=O)CCC(=O)O)c2C#N)CO1 (stereo unspecified)
(28) Cc1nn(C(=O)c2cccc([N+](=O)[O-])c2)c(C)c1Sc1ccccc1
(29) O=C(Nc1c2c(nn1-c1ccc(F)cc1)CS(=O)(=O)C2)c1ccc(S(=O)(=O)N2CCOCC2)cc1
(30) O=C1N(C2CCCC2)C[C@@H]2C[C@@H](c3cn[nH]c3-c3ccc(Cl)cc3)N3CCC[C@@]123

screen / no.	21	22	23	24	25	26	27	28	29	30
proCasp7 act	3	4	3	-1	-15	-2	8	0	6	0
AHR activator	48*	1	-1	0	-1	1	-2	5	7	5
CIT2-GFP yeast	101	103	100	113	99	77	101	102	99	102
AGP1-GFP MLPCN	95	101	97	106	102	85	104	102	87	103
MEP2-GFP yeast	103	103	100	109	102	99	104	106	96	104
proCasp3 act	7	-4	-1	-1	5	4	-23	-7	-9	4
LAP4-GFP MLPCN	89	93	103	105	106	84	109	98	97	94
RPL19A-GFP yeast	103	104	97	103	102	115	102	100	86	98

One compound at a time, from the list above. Values in the order: proCasp7 act, AHR activator, CIT2-GFP yeast, AGP1-GFP MLPCN, MEP2-GFP yeast, proCasp3 act, LAP4-GFP MLPCN, RPL19A-GFP yeast
Record of O=C(N/N=C/c1cccs1)c1cc(-c2cccc3ccccc23)n[nH]1 : 3, 48*, 101, 95, 103, 7, 89, 103
Record of O=C(CSc1nnc(NC(=O)c2ccco2)s1)Nc1ccc(F)cc1F : -4, 2, 106, 111, 102, 8, 104, 108
Record of O=C1CC(C(=O)Nc2ccccc2C(=O)O)C(c2ccccc2)O1 (stereo unspecified) : 2, 3, 100, 99, 118, -5, 102, 102
Record of NC(=O)c1nsc(C(=O)N(Cc2ccc(F)cc2)C(C(=O)NC2CCCC2)c2ccco2)c1N (stereo unspecified) : -8, 0, 112, 102, 98, -13, 94, 107
Record of Cc1nn(C(=O)c2cccc([N+](=O)[O-])c2)c(C)c1Sc1ccccc1 : 0, 5, 102, 102, 106, -7, 98, 100

Two compounds from above with just RPL19A-GFP yeast, proCasp3 act and AHR activator.
No. | structure | RPL19A-GFP yeast | proCasp3 act | AHR activator
10 | CCc1cc(=O)oc2cc(OC(C)C(=O)O)c(Cl)cc12 (stereo unspecified) | 103 | 10 | 2
11 | CC(=O)Cc1nsc(NC(=O)c2cc(-c3ccc(Cl)c(Cl)c3)oc2C)n1 | 105 | -5 | 1

(cont.)
(31) Cc1[nH]c(=O)[nH]c(=O)c1Cc1cccc2ccccc12
(32) COc1ccc(NC(=S)NC(NC(=O)c2ccccc2Cl)C(Cl)(Cl)Cl)c([N+](=O)[O-])c1 (stereo unspecified)
(33) O=C(CCn1cnc2ccccc2c1=O)Nc1nc(-c2ccc(Br)cc2)cs1
(34) CCn1c(SCC(=O)NCc2ccco2)nnc1-c1ccncc1
(35) Cc1cccc(NC(=O)CCSc2nc(C)cc(C)n2)c1
(36) Cc1ccccc1-n1nc2c(c1NC(=O)c1cccs1)CS(=O)(=O)C2
(37) Cc1cc(C)cc(NC(=O)CSc2nc3c(c(=O)[nH]2)CN(Cc2ccc(F)cc2)CC3)c1
(38) COc1ccc(/C(C)=N/NC(=S)NCCc2ccccc2)c(O)c1
(39) COc1ccc(CCNc2ncnc3c2[nH]c2cc(OC)c(OC)cc23)cc1OC
(40) O=C(Nc1cccc(S(=O)(=O)N2CCOCC2)c1)C1CCN(S(=O)(=O)c2ccccc2)CC1

screen / no.	31	32	33	34	35	36	37	38	39	40
proCasp7 act	-8	0	-2	8	-6	-4	10	-2	7	10
AHR activator	1	0	-1	-1	0	-1	3	6	12	-1
CIT2-GFP yeast	?	100	92	84	96	98	110	103	98	98
AGP1-GFP MLPCN	?	101	93	86	94	98	104	102	104	104
MEP2-GFP yeast	323*[may fluoresce violet]	110	89	84	103	98	106	104	97	102
proCasp3 act	0	3	4	-3	0	-1	-2	-9	3	-7
LAP4-GFP MLPCN	99[may fluoresce violet]	100	95	94	95	101	104	105	108	103
RPL19A-GFP yeast	48*[may fluoresce violet]	99	97	94	96	100	105	103	100	96

(41) COc1ccc(N2C(=O)CC(NNC(=O)c3cc(C)oc3C)C2=O)cc1 (stereo unspecified)
(42) COCCn1c(C)cc(C(=O)COc2nc3ccccc3nc2C)c1C
(43) COc1cccc(-n2cc(CN(C)Cc3nc(Cc4cccc(F)c4)no3)cn2)c1
(44) CCN(CC)P(=O)(c1ccccc1)c1c(C)nc2ccccn12 (stereo unspecified)
(45) O=C(NNc1nc2ccc(Cl)cc2s1)c1cc(-c2cccs2)nc2ccccc12
(46) CCN1C(=NCC2CC2)N[C@@H](c2cccc(C(F)(F)F)c2)C(C(=O)OC)=C1C
(47) Clc1ccc(OCc2cc(-c3ccccc3)no2)cc1Cl
(48) Cc1ccc(C(=O)N/C(=C/c2ccc(Cl)cc2)C(=O)Nc2cccc(C(=O)O)c2)cc1
(49) Cc1ccc(S(=O)(=O)CCC(=O)Nc2ccccc2N2CCCC2)cc1
(50) O=C(CN1C(=O)NC2(CCCCCC2)C1=O)N1CCC(Cc2ccccc2)CC1

screen / no.	41	42	43	44	45	46	47	48	49	50
proCasp7 act	-4	7	3	-3	-3	-2	3	-10	-4	-9
AHR activator	2	8	4	0	38	2	-3	0	1	4
CIT2-GFP yeast	88	106	101	101	92	61	87	107	99	97
AGP1-GFP MLPCN	103	107	104	102	96	71	92	111	97	102
MEP2-GFP yeast	89	102	103	108	98	95	96	99	96	101
proCasp3 act	-7	4	-9	8	2	-4	3	1	0	-1
LAP4-GFP MLPCN	119	101	109	103	89	104	101	101	96	97
RPL19A-GFP yeast	100	101	100	101	100	89	93	102	93	97

(51) Cc1ccc(Cn2c(NS(=O)(=O)c3ccccc3)nc3ccccc32)cc1
(52) CC(C)Cn1c(N)c(C(=O)COC(=O)c2ccc3ccccc3n2)c(=O)n(C)c1=O
(53) COc1cccc(OCCc2c(C)n[nH]c2C)c1
(54) CN(C)CCCNC(=O)C1(O)c2cc(Br)ccc2NC(=O)N1c1ccc(Cl)cc1 (stereo unspecified)
(55) CCOC(=O)/C(C#N)=C/c1cc2cc(C)c(C)cc2nc1Cl
(56) CCN(CC)CCC#CC(O)(c1ccccc1)c1ccccc1
(57) COc1ccc(OCC(=O)Nc2ccc(S(=O)(=O)Nc3nc(C)cc(C)n3)cc2)cc1
(58) C=CCN(C(=O)c1ccccc1)c1ccc(OC)cc1
(59) CC(C)(C)CN1CCN(Cc2cc3ccccc3[nH]2)CC1CCO (stereo unspecified)
(60) Cc1cc(C)c(S(=O)(=O)Nc2ccc[nH]c2=O)c(C)c1

screen / no.	51	52	53	54	55	56	57	58	59	60
proCasp7 act	-8	7	10	10	-4	-8	-12	4	3	10
AHR activator	3	11	-3	2	2	0	-1	-1	23	-2
CIT2-GFP yeast	105	101	103	90	102	92	99	105	87	106
AGP1-GFP MLPCN	106	104	108	96	106	97	99	106	68	107
MEP2-GFP yeast	105	103	100	103	107	94	99	103	94	108
proCasp3 act	3	-3	3	4	4	0	10	6	1	-10
LAP4-GFP MLPCN	105	101	98	108	117	99	97	104	79	109
RPL19A-GFP yeast	103	101	103	95	103	101	95	100	95	104
